Polio RdRp inh: inhibitors of poliovirus RNA polymerase binding and polymerization | poliovirus polymerase elongation, fluorescence polarization; hits give low values | 0.66% of 150,000 active | % elongation, % (compound at 16.7 µg/mL) | AID 588519; in the data active = % elongation below about 90%; note: some results filed as inactive read as strong as hits
Target sequence (P03300 1749-2209 limits assumed): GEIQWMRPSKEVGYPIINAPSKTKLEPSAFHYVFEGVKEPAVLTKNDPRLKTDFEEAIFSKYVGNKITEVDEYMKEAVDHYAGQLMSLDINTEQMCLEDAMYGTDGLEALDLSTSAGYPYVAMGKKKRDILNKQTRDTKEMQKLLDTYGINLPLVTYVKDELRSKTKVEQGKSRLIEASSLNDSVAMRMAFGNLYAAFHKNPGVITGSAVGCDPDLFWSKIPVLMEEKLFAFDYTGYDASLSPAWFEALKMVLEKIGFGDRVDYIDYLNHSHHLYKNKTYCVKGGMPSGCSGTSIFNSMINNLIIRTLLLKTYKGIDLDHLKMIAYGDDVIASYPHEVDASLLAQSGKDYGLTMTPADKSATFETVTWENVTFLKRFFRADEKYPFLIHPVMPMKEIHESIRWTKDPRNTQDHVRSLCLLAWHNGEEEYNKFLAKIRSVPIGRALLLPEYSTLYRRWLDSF
Polio RdRp inh FP z-score: also measured in Polio RdRp inh; calls as there; z-score; measured here: FP z-score; hits read low
The depositor's hits bear a star; & = joins results of further samples.

Below each SMILES – Polio RdRp inh	Polio RdRp inh FP z-score
- CCC1CN(C(=O)Nc2ccc(OC)cc2)c2ccccc2S1 (centres undefined)
  101	-0.1
- COCCNC(=O)Cn1c(=O)n(CCCCCC(=O)Nc2ccccc2)c(=O)c2sccc21
  108	0.6
- CCc1ccc(NS(=O)(=O)c2ccc(-n3cccn3)cc2)cc1
  104	1
- Cc1ccc(C(C(=O)NCc2ccccc2)N(C(=O)c2snc(C(N)=O)c2N)c2ccc3c(c2)OCCO3)o1 (centres undefined)
  102	0
- N#CC(C#N)=Cc1sc2ccccc2c1Cl
  100	-0.3
- CCOc1ccc(S(=O)(=O)N2CCN(Cc3ccc4c(c3)OCO4)CC2)c2ccccc12
  103	0.9
- O=C(CN1C(=O)c2ccccc2C1=O)Oc1ccc(F)cc1
  99	-0.3
- Cc1ccc(NC(=O)COC(=O)c2ccccc2S(C)=O)cc1C (centres undefined)
  101	-0.2
- Cc1ccc2c(c1)c1c(c(=O)n(-c3ccccc3)c(=O)n1CC(=O)c1ccc(Cl)cc1)n2C
  105	-0.6
- COc1cc(OC)c(NC(=O)c2cc3ccccc3cc2O)cc1Cl
  102	0.1
- COc1ccc(C2(CNC(=O)C(=O)Nc3ccc(F)cc3)CCCC2)cc1OC
  106	-0.2
- COc1cc(C(=O)N2CCN(C(=O)COc3cccc(C)c3)CC2)cc(OC)c1OC
  107	0.5
- COc1ccc2c(c1)S(=O)(=O)c1ccccc1N2
  103	0.2
- COc1ccc(CONS(=O)(=O)c2ccc(NC(C)=O)cc2)cc1Cl
  103	1
- COc1ccc(NCC(O)Cn2nnnc2-c2ccccc2)cc1OC (centres undefined)
  101	0.2
- Cc1nc(NCc2ccccc2)ncc1C(=O)O
  100	-0.3
- C=C(C)CN1CCN(c2cc(-c3ccccc3)c(C#N)c3nc4ccccc4n23)CC1
  93	-2
- O=C(COc1ccccc1)NN=C1CCCCC1
  102	0.1
- O=C(NC1=NCCS1)C12CC3CC(C1)CC(C(=O)NC1=NCCS1)(C3)C2
  101	0.2
- CCOc1ccc(N(C(=O)c2ccc(C)cc2)S(=O)(=O)c2ccc3c(c2)n(C)c(=O)n3C)cc1
  101	-1

Later entries.
Below each SMILES – Polio RdRp inh	Polio RdRp inh FP z-score
- CSC(=S)N/N=C/c1ccccc1
  103	0.1
- Cc1cccc(C(=O)Nc2ccccc2OCc2cc(=O)n3cc(C)ccc3n2)c1
  108	0.4
- Cc1nc2cc(S(=O)(=O)N3CCC(C(=O)NC4CCCCC4C)CC3)ccc2n1C1CCCC1 (centres undefined)
  101	-0.2
- COc1ccc(S(=O)(=O)N(CCc2ccccc2)CC(N)=O)cc1
  99	-1
- CCCN(CCC)C(=O)CC(c1ccccc1)c1cc(C)ccc1O (centres undefined)
  103	0.4
- Cc1cccc(Cn2c(=O)n(CC3CCC(C(=O)N4CCC(C)CC4)CC3)c(=O)c3sccc32)c1 (centres undefined)
  105	-0.2
- Cc1ccc(N(C)S(=O)(=O)c2ccc(-c3coc(C)n3)cc2)cc1
  107	-0.2
- CSC1=NCCN1C(=O)C1c2ccccc2Oc2ccccc21
  102	0.9
- CCOc1ccccc1NC(=O)/C(C#N)=c1\s/c(=C\c2ccco2)c(=O)n1-c1c(C)cccc1C
  101	0
- COc1cc(C(=O)Nc2cccc(O)c2)c2ccccc2n1
  99	-0.4
- Cn1cc(C2CC(=O)N(c3ccc(Br)cc3)C2=O)c2ccccc21 (centres undefined)
  104	0.5
- Cc1ccccc1Cn1c(=O)n(CCc2ccccc2)c(=O)c2sc3ccccc3c21
  101	-1
- COc1cccc(-c2cc(C(=O)N3CCc4ccccc4C3)[nH]n2)c1
  103	0.5
- Cc1cccc(S(=O)(=O)c2cn(Cc3ccccc3)c3cc(N4CCCC(C)C4)c(F)cc3c2=O)c1 (centres undefined)
  108	0.2
- OC[C@H]1NC[C@H](O)[C@@H](O)[C@@H]1O
  101	0.2
- COCCNC(=O)C(=O)NCC(c1cccnc1)N1CCN(c2ccccc2)CC1 (centres undefined)
  108	0
- O=C1CC(c2ccccc2)c2cc3c(cc2N1)OCCO3 (centres undefined)
  100	0
- O=C(COc1ccc(Cl)cc1Cl)Nc1ccc(C(=O)OC2CCCCC2)cc1
  102	-0.1
- C[C@H](NC(=O)c1ccco1)C(=O)Nc1cc(Cl)ccc1N1CCCC1
  100	-0.4
- O=C(O)c1ccc2c(c1)C(=O)N(C1=NCCS1)C2=O
  99	-0.3

Looked up by structure from the entries so far (7):
Below each SMILES – Polio RdRp inh	Polio RdRp inh FP z-score
- Cc1cccc(C(=O)Nc2ccccc2OCc2cc(=O)n3cc(C)ccc3n2)c1
  108	0.4
- COCCNC(=O)C(=O)NCC(c1cccnc1)N1CCN(c2ccccc2)CC1 (centres undefined)
  108	0
- O=C1CC(c2ccccc2)c2cc3c(cc2N1)OCCO3 (centres undefined)
  100	0
- Cc1cccc(S(=O)(=O)c2cn(Cc3ccccc3)c3cc(N4CCCC(C)C4)c(F)cc3c2=O)c1 (centres undefined)
  108	0.2
- COc1ccc(S(=O)(=O)N(CCc2ccccc2)CC(N)=O)cc1
  99	-1
- Cc1ccc(N(C)S(=O)(=O)c2ccc(-c3coc(C)n3)cc2)cc1
  107	-0.2
- Cc1ccccc1Cn1c(=O)n(CCc2ccccc2)c(=O)c2sc3ccccc3c21
  101	-1

Additional records:
Below each SMILES – Polio RdRp inh	Polio RdRp inh FP z-score
- COc1ccc(OC)c(-c2nc(N)sc2N=Nc2cccnc2)c1
  101	-0.5
- CCOC(=O)c1c(C)n(-c2ccc(C)cc2)c2ccc(OCC(O)CNCc3ccco3)cc12 (centres undefined)
  105	0.8
- COc1ccc(C(CNC(=O)Nc2ccc(C)cc2)N2CCCC2)cc1 (centres undefined)
  102	-0.1
- CC1=NN(c2nc3ccccc3[nH]2)C(=O)C1Cc1ccccc1 (centres undefined)
  107	1
- CCOc1ccc(NC(=O)C(=O)NCCc2csc(-c3ccc(F)cc3)n2)cc1
  110	0.8
- Cc1cccc(CSc2nc3cccnc3n2Cc2ccc(C(=O)NCc3cccs3)cc2)c1
  106	-0.6
- O=C(Nc1ccc(C(=O)N2CCN(c3cccc(Cl)c3)CC2)cc1)c1nsc2ccccc12
  111	0.9
- C=CCNCc1ccc(-c2ccc(OC)c(Cl)c2)o1
  101	-0.1
- O=c1oc2cc(OCc3c(F)cccc3F)ccc2c2c1CCC2
  99	-0.6
- COc1ccc(-c2cc(C(=O)Oc3ccc(Cl)cc3)c3ccccc3n2)cc1
  105	0.1
- N#CC(c1ccc(O)cc1)N1CCN(C(C#N)c2ccc(O)cc2)CC1 (centres undefined)
  103	0.1
- Cc1cc(CN2CCc3ccccc3C2)cs1
  103	0.4
- CNC(=O)n1cc(C)c(-c2cccs2)n1
  98	-0.8
- Cc1cccc(C)c1NC(=O)CNC(=O)CSc1nnc(-c2cccnc2)n1Cc1ccco1
  107	0.5
- O=C(OCc1c(F)cccc1Cl)c1ccccc1N1CCCC1=O
  102	-0.2
- CC(C)C(NS(=O)(=O)c1ccccc1)C(=O)N1CCCC1 (centres undefined)
  103	0.4
- CC(=O)N1N=C(c2ccccc2)CC1c1ccccc1 (centres undefined)
  102	-0.1
- Cc1cc2c(cc1S(=O)(=O)NC1CCCC(C)C1C)OCC(=O)N2 (centres undefined)
  101	0.1
- CCOc1ccccc1CNC(=O)c1cnc2sc(N(CC)CC)nn2c1=O
  104	-0.1
- Clc1ccc(N2CCCCC2)nn1
  102	0.8

The list goes on.
Below each SMILES – Polio RdRp inh	Polio RdRp inh FP z-score
- CC(C)(Oc1ccc(Cl)cc1)C(=O)OCC(=O)N1CCc2ccccc21
  103	0.6
- COc1cccc(NC(=O)N2CCC3(CC2)Oc2ccccc2C(=O)N3Cc2ccccc2F)c1
  101	-0.3
- CCn1cc(CCCC(=O)N2CCc3ccccc32)c2ccccc21
  102	0.4
- CCC(=O)c1ccc(N2CCCC2)c(F)c1
  102	0
- COC(=O)c1ccccc1NC(=O)c1ccc(-c2nc(COc3ccccc3)c(C)o2)cc1
  103	-0.7
- CC(C)OCCCNC(=O)c1ccc2c(=O)n(CCc3ccccc3)c(=O)[nH]c2c1
  106	0.3
- CC1CN(c2nc3ccccc3nc2SCC(=O)Nc2ccccc2)CC(C)O1 (centres undefined)
  107	0.8
- CN=C1SC(CC(=O)Nc2ccc(OC)c(OC)c2)C(=O)N1/N=C(\C)c1ccc(OCC#N)cc1 (centres undefined)
  99	-0.6
- Cc1nn(Cc2ccccc2)c2sc(C(=O)NCc3cccnc3)cc12
  100	-0.2
- COC(=O)CNC(=O)c1cccnc1Sc1cc(OC)ccc1OC
  110	0.8
- COC(=O)c1cc2oc3ccccc3c2n1Cc1nc(-c2ccc(Cl)cc2)oc1C
  107	0.3
- O=C(COc1ccccc1F)Nc1ccc2nc(SCC(=O)N3CCOCC3)sc2c1
  113	1.5
- Cc1cccc(Cn2cccc(C(=O)Nc3ccc(F)cc3F)c2=O)c1
  109	0.6
- CCCc1nnc(SCC(=O)NC2CC2)n1CC
  103	0.4
- O=C(NC1CC(=O)N(c2cccc(F)c2)C1)c1ccc(S(=O)(=O)N2CCOCC2)cc1 (centres undefined)
  108	0.4
- Fc1cccc2c1CNC(=S)N2
  100	-0.4
- O=C1c2ccccc2-c2n[nH]c3cccc1c23
  99&92&93	-0.3&-0.4&-1.2
- C=CCSc1nc2ccccc2n1CC(=O)Nc1cccc(C#N)c1
  109	-0.1
- COCCCn1c(-c2cccs2)csc1=Nc1ccc(S(=O)(=O)N2CCOCC2)cc1
  103	0
- COc1ccc2c(c1)CC/C(=C\c1ccsc1)C2=O
  101	-0.3

The list goes on:
Below each SMILES – Polio RdRp inh	Polio RdRp inh FP z-score
- COC(=O)C1CC(O)CN1S(=O)(=O)c1ccc(Cl)cc1 (centres undefined)
  100	-0.5
- CCc1cc2c(-c3ccccc3)cc(=O)oc2c2c1OCN(Cc1ccc(C)cc1)C2
  112	1.2
- Cc1c(CC(=O)O)c(=O)oc2cc3occ(-c4ccc(Cl)cc4)c3cc12
  104	1.3
- C=Cn1c(C(=O)O)ccc1-c1ccc(CC)cc1
  106	0.3
- Cc1ccc(NC(=O)c2cccc(OC(=S)NCc3ccccc3)c2)cc1
  100	-0.2
- O=C(CCNS(=O)(=O)c1ccc2c(c1)CCCC(=O)N2)NCc1ccccc1Cl
  106	-0.5
- O=C(c1cccs1)c1cn(CC(=O)N2CCCCCC2)c2ccccc12
  102	1
- COc1ccc(/C=C(\C#N)C(=O)NCc2ccco2)cc1C
  102	0.2
- O=C1NC(=O)N(c2ccc(Cl)cc2)C(=O)/C1=C/c1ccc(Cl)cc1
  102	0.2
- CC(=O)Oc1ccc(C)cc1C(O)(C(F)(F)F)C(F)(F)F
  107	0.2
- CN1CCC/C1=C/C=C1\SC(=S)NC1=O
  46	-5.1
- COc1ccc(Cl)cc1NC(=O)c1sc2nc3c(cc2c1N)CN(C)CC3
  103	0
- Cc1ccsc1-c1nc(CSCC(=O)O)c(C)o1
  103	0.7
- CCn1cc(CCC(=O)NC2CCCC2)c2ccccc21
  102	0.2
- CN(CC(C)(C)NS(=O)(=O)c1ccccc1)C1CCCCC1
  102	0.1
- Cc1ccc(-c2nc3cc(NC(=O)COc4ccccc4)ccc3o2)cc1
  101	0.1
- O=C(CCc1nc(CN2CCN(S(=O)(=O)c3ccc(Br)cc3)CC2)no1)N1CCCCC1
  105	-0.6
- O=C(NC1CCCC1)c1ccc2c(c1)N(Cc1ccccc1)C(=O)c1ccccc1S2
  112	0.7
- COc1cc(NC(=O)CSc2ncc3c(n2)-c2ccc(Cl)cc2N(Cc2ccccc2)S3(=O)=O)cc(OC)c1
  106	0
- COc1ccc(-c2nn(-c3cccc(F)c3)c3c2cnc2cc(OC)c(OC)cc23)cc1
  103	-0.9

Of the compounds above, these have bromine:
Below each SMILES – Polio RdRp inh	Polio RdRp inh FP z-score
- Cn1cc(C2CC(=O)N(c3ccc(Br)cc3)C2=O)c2ccccc21 (centres undefined)
  104	0.5
- O=C(CCc1nc(CN2CCN(S(=O)(=O)c3ccc(Br)cc3)CC2)no1)N1CCCCC1
  105	-0.6

Next section:
Below each SMILES – Polio RdRp inh	Polio RdRp inh FP z-score
- COc1ccc(C(C#N)OC(C)=O)c(OCc2ccccc2)c1OC (centres undefined)
  105	0.2
- COc1ccc(-c2coc3c(C)c4oc(=O)c5c(c4cc23)CCCC5)cc1F
  101	-0.2
- CN(CCN1CCOCC1)C1CCN(C(=O)CNC(=O)/C=C/c2cccc(C(F)(F)F)c2)CC1
  101	0.4
- O=C(c1cccc2ccccc12)c1nc2c(n1O)CCCC2
  101	0.4
- C[C@]12CCC3c4ccc(O)cc4CCC3C1CCC2=O (some centres undefined)
  101	0.4
- COC(=O)c1sccc1Oc1ccc(C(F)(F)F)cc1NC(=O)/C=C/C(=O)O
  103	-0.1
- O=C1c2ccccc2C(=O)N1Cc1nc2ncccc2[nH]1
  101	-0.5
- COc1cccc(C2SCC(=O)Nc3c2c(C)nn3-c2ccc(C)c(Cl)c2)c1OC (centres undefined)
  110	0.6
- COC(=O)CN1C(=O)c2cccnc2Sc2ccccc21
  104	0.7
- CS(=O)(=O)N1Cc2ccccc2CC1C(=O)N1CCN(C(=O)c2cccs2)CC1 (centres undefined)
  104	0.2
- C=CCn1c(=N)c(C(=O)OC)cc2c(=O)n3cccc(C)c3nc21
  101	-0.1
- COc1cc(OC)cc(-n2c(=O)c3ccccc3n(Cc3cc(=O)n4ccccc4n3)c2=O)c1
  96	-2.8
- COc1ccc(C(=O)Nc2ccc(-c3cc(C(F)(F)F)nn3-c3ccccc3)cc2)cc1OC
  101	-0.2
- O=C(CNS(=O)(=O)c1cccs1)N1CCN(c2cccc(C(F)(F)F)c2)CC1
  125	4.1
- O=C(O)c1ccc2c(c1)CCN2
  101	-0.3
- CC(C)N(C(=O)CSc1nnc(-c2cccnc2)n1Cc1ccccc1)C(C)C
  103	0.5
- O=C(Cc1ccc(Cl)cc1)n1cc(Cl)cn1
  102	0
- CCCCc1ccc(NS(=O)(=O)CC23CCC(CC2=O)C3(C)C)cc1 (centres undefined)
  102	0.1
- CCN(Cc1nc(-c2ccc(OC)c(OC)c2)no1)C(=O)Cc1cccc2ccccc12
  101	0
- COc1cccc(C(=O)Nc2ccc(N3CCCC3)cc2)c1
  102	0.7
- O=C(c1ccccc1)N1CCN(S(=O)(=O)N2CCCCCC2)CC1
  104	0.5
- O=C(Cn1cc(SCc2ccc(C(F)(F)F)cc2)c2ccccc21)N1CCOCC1
  121	0.7

These rows are one share of the data. The share of hits here may be higher or lower than overall.
